KDM5B inhibitor: inhibitors of human KDM5B histone demethylase; Q9UGL1; KDM5B demethylase, FDH-coupled NADH fluorescence (FDH is formaldehyde dehydrogenase); Potency, µM (doses to about 57.7 µM), for the others: top-dose activity change, negative = inhibition, actives largely listed as inhibitors; 220,000 compounds, 2.6% hits; AID 1347165; active = well fitted inhibition curve with a large enough effect; inconclusive = small, poorly fitted or top-dose-only effect; inactive = no such curve, though single readings can be large or run the other way; note: 0% is about no effect; nearly all actives have a fitted effect of over 70% in size
Target sequence (Q9UGL1 whole entry, looked up): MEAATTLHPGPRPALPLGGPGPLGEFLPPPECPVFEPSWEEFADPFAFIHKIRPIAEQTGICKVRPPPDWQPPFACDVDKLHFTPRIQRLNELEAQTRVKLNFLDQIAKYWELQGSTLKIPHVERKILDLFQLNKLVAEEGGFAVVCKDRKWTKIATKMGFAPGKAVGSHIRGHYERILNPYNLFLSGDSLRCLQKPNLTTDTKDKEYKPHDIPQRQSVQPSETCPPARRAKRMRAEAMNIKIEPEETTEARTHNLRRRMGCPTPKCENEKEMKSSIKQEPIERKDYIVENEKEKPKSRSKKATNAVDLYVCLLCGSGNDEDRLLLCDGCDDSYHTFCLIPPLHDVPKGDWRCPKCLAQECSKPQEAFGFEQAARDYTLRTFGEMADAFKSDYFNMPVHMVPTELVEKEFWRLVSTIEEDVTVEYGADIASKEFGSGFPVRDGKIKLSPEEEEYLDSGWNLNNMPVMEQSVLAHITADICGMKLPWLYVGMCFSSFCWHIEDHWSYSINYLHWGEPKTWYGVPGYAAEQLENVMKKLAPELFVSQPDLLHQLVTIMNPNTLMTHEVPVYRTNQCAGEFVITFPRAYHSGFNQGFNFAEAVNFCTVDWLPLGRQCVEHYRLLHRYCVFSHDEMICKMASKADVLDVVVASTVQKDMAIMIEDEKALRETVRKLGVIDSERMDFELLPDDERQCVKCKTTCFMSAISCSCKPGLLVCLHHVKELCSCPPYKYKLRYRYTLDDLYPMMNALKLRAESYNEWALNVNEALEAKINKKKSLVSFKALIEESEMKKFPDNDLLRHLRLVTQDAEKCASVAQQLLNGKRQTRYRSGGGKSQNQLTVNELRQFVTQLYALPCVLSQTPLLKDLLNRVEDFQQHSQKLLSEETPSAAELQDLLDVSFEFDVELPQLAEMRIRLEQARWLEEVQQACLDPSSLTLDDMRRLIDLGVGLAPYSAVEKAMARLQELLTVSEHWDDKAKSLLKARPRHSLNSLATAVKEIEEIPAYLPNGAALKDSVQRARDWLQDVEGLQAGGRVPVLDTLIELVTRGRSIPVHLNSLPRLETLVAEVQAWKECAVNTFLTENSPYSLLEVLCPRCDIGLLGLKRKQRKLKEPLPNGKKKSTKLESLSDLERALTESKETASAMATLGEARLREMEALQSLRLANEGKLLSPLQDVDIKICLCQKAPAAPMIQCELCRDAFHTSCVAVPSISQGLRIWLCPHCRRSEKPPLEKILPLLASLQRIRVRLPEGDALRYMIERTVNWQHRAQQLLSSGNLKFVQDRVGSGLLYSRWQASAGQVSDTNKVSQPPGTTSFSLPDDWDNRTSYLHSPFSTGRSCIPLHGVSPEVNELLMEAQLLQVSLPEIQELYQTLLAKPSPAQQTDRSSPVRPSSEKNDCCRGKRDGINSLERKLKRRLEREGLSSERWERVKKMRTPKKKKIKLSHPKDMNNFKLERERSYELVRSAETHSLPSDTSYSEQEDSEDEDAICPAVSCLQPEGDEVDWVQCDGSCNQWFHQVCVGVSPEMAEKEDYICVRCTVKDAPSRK
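qHTS format, multiple compound concentrations. Buffer 50 mM HEPES pH 7.5/0.01% Tween-20; 200 nM KDM5BΔAP final; 10 min compound preincubation; substrate-mix levels 12.5 µM peptide, 25 µM α-KG, 0.25 mM NAD⁺; 30 min RT; ΔRFU.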
* marks the source's active call; other numbers are inactive results; ? = inconclusive; [ ] = another dose, or the depositor's remark. Potency is the fitted concentration of half-maximal effect.

structure | KDM5B inhibitor
COc1ccc(CNC(=O)c2cc3c(N4CCSCC4)nc(C)cn3n2)cc1 | ?
Nn1c(SCc2ncc(-c3ccc(Cl)cc3)o2)nnc1-c1ccc(F)cc1 | -1%
Cc1ccc(Nc2nc(N3CCN(CCO)CC3)nc3c2cnn3-c2ccccc2)cc1 | -10%
CN(C(=O)Cn1nc(-c2ccc(Cl)cc2)ccc1=O)C1CCS(=O)(=O)C1 (centres undefined) | -24%
CCOc1ccccc1C1C(C(=O)Nc2ccccc2)=C(C)Nc2nc(SCC(=O)c3ccc(C)cc3)nn21 (centres undefined) | -11%
COc1ccc(N=Cc2nc(-c3ccccc3)oc2OC(C)=O)cc1 | -25%
N#Cc1ccc(C(=O)N(CCc2ccccc2)Cc2cccs2)cc1 | 4%
CCOc1ccc(-c2ccc(CO)o2)cc1N | ?
O=C(CC12CC3CC(CC(Br)(C3)C1)C2)NCCc1ccccc1 | 16%
CC1CCCN(C(=O)C2CCCN(c3cnc4nccnc4c3)C2)C1 (centres undefined) | -18%
Cc1cc(N(C)Cc2ccccc2)n2nc(-c3ccc(C(C)(C)C)cc3)nc2n1 | -17%
CCOc1ccc(NC(=O)c2c(NCc3cc(OC)c(OC)cc3OC)sc3c2CCCC3)cc1 | ?
O=c1[nH]c2ccc(-c3csc(NC4CCCC4)n3)cc2[nH]1 | -21%
COc1cccc(NC(=O)O[C@@H]2CC[C@]3(C)C(CC[C@@H](O)[C@H]3CC(=O)N3CCC[C@H]3CO)[C@]2(C)CO)c1 (some centres undefined) | -21%
Cc1ccc(-n2nnc(C(=O)OCc3ccccc3)c2C)cc1C | 15%
Cc1nc2cc3c(cc2s1)OCO3 | 6%
COC(=O)C(C)NC(=O)N1CCC2(CC1)NC(=O)c1ccccc1O2 (centres undefined) | 16%
CCn1ccc(C(=O)N2CCC(Cc3ccc(C(=O)N4CCOCC4)cc3)CC2)n1 | 23%
O=C(NC1CCCCCCC1)C1CCCN(c2cnn(Cc3ccccc3)c(=O)c2)C1 (centres undefined) | 2%
COc1ccc(C)cc1-n1ccnc1SCC(=O)Nc1nc(C)cs1 | -10%
O=C(c1cnccn1)N1CCC2(CC1)NC(=O)N(Cc1ccc(F)cc1)C2=O | -13%
CC(C)OC(=O)COc1ccc2c(-c3cc4ccccc4oc3=O)cc(=O)oc2c1 | -2%
Cc1ccc(NC(=O)N2CCCC2c2nncn2-c2ccccc2)c(Cl)c1 (centres undefined) | -30%
COCCN1Cc2nc(OCc3cccnc3)ccc2OCC1=O | -27%[86.2 µM]
CS(=O)(=O)N[C@H]1C[C@H]2C(=O)Nc3ccc(-c4ccc(F)cc4F)cc3C(=O)N2C1 | -18%[86.2 µM]
O=C1[C@@H]2C[C@@H](CN2C(=O)c2ccccc2)Oc2ccccc2N1CC1CC1 | 7%[86.2 µM]
CCSc1ccc(C(=O)NCC(=O)O)cc1 | 20%
COc1ccc(CC(=O)N2c3ccccc3CC2c2nc(C(C)C)no2)cc1OC (centres undefined) | -4%
O=[S+]1([O-])NCC2(CCN(CC3CCOCC3)CC2)Oc2ncccc21 | ?
O=C(NCC1CCOCC1)[C@@H]1C[C@@H](c2ccc(F)cc2)N([S+](=O)([O-])c2cccnc2)C1 | 3%
COC(=O)c1cc(NC(=O)CSc2nnc(Cc3ccc(OC)cc3)n2C)ccc1Cl | 15%
CCOC(=O)c1cc2c(=O)n3ccccc3nc2n(CCCOC)c1=NC(=O)c1c(-c2ccccc2Cl)noc1C | ?
O=c1[nH]c2cc(-c3nc(-c4cccnn4)no3)ccc2n1C1CCC(O)CC1 (centres undefined) | 36%[activator]
Cc1oc(-c2cccc(Cl)c2)nc1CN1CCCC(C(=O)NCc2ccc(F)cc2)C1 (centres undefined) | -9%
COC(=O)c1ccc(N2CCN(C(=O)C3CC3)CC2)c([N+](=O)[O-])c1 | 41%
CCn1ncc(CN2CCCC23CCN(c2ccc(C(F)(F)F)cn2)CC3)c1C | 28µM*
CSc1ccccc1NC(=O)CCS(=O)(=O)c1nc(-c2cccs2)cc(C(F)(F)F)n1 | -2%
COc1ccc(/C=c2\s/c(=C\C(=O)C(C)(C)C)[nH]c2=O)cc1O | -6%
COc1cccc(CNC(=O)N2CC3CC(C2)[C@H]2CCCC(=O)N2C3)c1 (some centres undefined) | -13%
Cc1cc(-c2csc(NC3CCCC3)n2)c(C)n1NC(=O)c1nn(C)c(=O)c2ccccc12 | 6%

Some of these compounds in order of the KDM5B inhibitor value, descending.
| SMILES | KDM5B inhibitor |
| --- | --- |
| COC(=O)c1ccc(N2CCN(C(=O)C3CC3)CC2)c([N+](=O)[O-])c1 | 41% |
| COC(=O)c1cc(NC(=O)CSc2nnc(Cc3ccc(OC)cc3)n2C)ccc1Cl | 15% |
| O=C(NCC1CCOCC1)[C@@H]1C[C@@H](c2ccc(F)cc2)N([S+](=O)([O-])c2cccnc2)C1 | 3% |
| CC(C)OC(=O)COc1ccc2c(-c3cc4ccccc4oc3=O)cc(=O)oc2c1 | -2% |
| COc1ccc(CC(=O)N2c3ccccc3CC2c2nc(C(C)C)no2)cc1OC (centres undefined) | -4% |
| Cc1oc(-c2cccc(Cl)c2)nc1CN1CCCC(C(=O)NCc2ccc(F)cc2)C1 (centres undefined) | -9% |
| Cc1ccc(NC(=O)N2CCCC2c2nncn2-c2ccccc2)c(Cl)c1 (centres undefined) | -30% |

Entries listed above marked active in KDM5B inhibitor.
structure | KDM5B inhibitor
CCn1ncc(CN2CCCC23CCN(c2ccc(C(F)(F)F)cn2)CC3)c1C | 28µM*

Following part:
structure | KDM5B inhibitor
Cc1cccc(NC(=O)N2CCC(Oc3ncccc3C(=O)N3CCCCC3)C2)c1C (centres undefined) | 13%
Cc1cccc(NS(=O)(=O)c2ccc3c(c2)n(C)c(=O)n3C)c1C | -16%
Cc1nn(Cc2ccccc2)c(C)c1[C@@H]1C=C[C@@H](NC(=O)c2ccco2)C1 | ?
CC(C)Oc1cccc2c1c(NC(=O)CCc1cc(=O)[nH]o1)nn2C | -18%
Cc1ccnc(NC(=O)Cc2ccc(Cl)cc2)c1 | 7%
COc1ccc(CCCc2nnc(SCC(=O)Nc3cc(F)ccc3C)o2)cc1 | 11%
Cc1ccc(S(=O)(=O)Cc2noc([C@@H]3C[C@@H](O)CN3Cc3ccc(S(C)(=O)=O)cc3)n2)cc1 | -26%
CC(C)CC(=O)N1CCN(c2nnc3ccccn23)CC1 | 28µM*
COc1cccc(C(=O)NCC2CCCN(Cc3ccc(C)s3)C2)c1OC (centres undefined) | 0%
O=C(O)C1CC2(CCN(C(=O)c3ccccc3N3CCCC3)CC2)CN1 (centres undefined) | ?
Cc1cc(C)n2nc(C)c(C(=O)N3CCCC(c4cccc(C(=O)O)c4)C3)c2n1 (centres undefined) | 32µM*
CCOc1ccccc1NC(=O)CSc1nc(=O)[nH]c2c1CCCC2 | -11%
Cc1ccc(NC(NC(=O)c2ccco2)C(=O)c2ccccc2)cc1 (centres undefined) | 6%
Cc1ccc(-n2ncc3c(N4CCC(C)CC4)ncnc32)cc1C | ?
CN(C)CCO[C@H]1C[C@@H](O)C12CCN(C(=O)c1ccc3c(c1)OCO3)CC2 | 5%
O=C(O)COc1ccc(-c2nccc3c2C(=O)N(Cc2c[nH]c4ccccc24)CC(CNC(=O)Cc2ccccc2)O3)cc1 (centres undefined) | 15%
CC(C)c1ccc(CC(=O)N2CCCc3ncc(C(=O)Nc4cccnc4)cc32)cc1 | ?
CC(NC(=O)c1ccc(-c2ccccc2Cl)o1)c1ncnn1C (centres undefined) | ?
CCOc1ccc(C(C)NC(=O)Cc2nc(-c3cccs3)oc2C)cc1OCC (centres undefined) | ?
O=C(N/N=C/c1ccoc1)c1ccc(Cl)cc1Cl | 23%

Other structures.
| Structure | KDM5B inhibitor |
| --- | --- |
| CCCCN(Cc1ccccc1)c1ccc(NS(=O)(=O)c2cc(C)c(C)cc2C)cc1C(=O)O | -27% |
| CC(C)c1cccc(C(C)C)c1NC(=O)CN1C(=O)NC2(CCCC2)C1=O | 21% |
| Cc1ccc(CNC(=O)CSc2ncc3c(n2)-c2ccc(Cl)cc2N(C)S3(=O)=O)cc1 | -17% |
| CCC(C)C(NC(=O)OC(C)(C)C)C(=O)NC(Cc1ccccc1)C(N)=O (centres undefined) | -12% |
| CCNC(=O)NC(=O)C(C)Sc1nc2ccccc2c(=O)n1-c1cccnc1 (centres undefined) | 18% |
| Cc1cccc(-c2cnc3[nH]cc(CC(N)=O)c3c2)c1 | 32µM* |
| O=C1NCCN1C1CCN(Cc2ccsc2)CC1 | 11%[149 µM] |
| COC(=O)c1cc(-c2ccc(Cl)s2)nc2ccccc12 | ? |
| O=C(COC(=O)CNC(=O)c1ccc(Cl)cc1)NC1CCCCCC1 | 37% |
| c1csc(-c2noc(CN3CCCC3c3ccsc3)n2)c1 (centres undefined) | -3% |
| COc1cc(-c2[nH]ncc2CN2CCCCC2c2nccs2)cc(OC)c1OC (centres undefined) | 2% |
| COc1ccccc1-c1cc(NC(=O)COCC2CC2)n[nH]1 | 4% |
| COc1cccc(C(=O)N2CCCC2c2nc(C3CCOCC3)no2)c1 (centres undefined) | -25% |
| Cn1nc(C(=O)OCC(=O)N2c3ccccc3NC(=O)C2(C)C)c2ccccc2c1=O | 3% |
| CC(C)CNC(=O)CC1COCCN1C(=O)c1ccc2c(=O)n(C)cnc2c1 (centres undefined) | -4% |
| Cn1c(CCC(=O)N2CC[C@@H](O)C2)nc2cc(S(=O)(=O)N3CCCC3)ccc21 | 21% |
| CN(C)CC(=O)N1CC(F)(F)C[C@H]1c1nc(C2CC2)no1 | 23% |
| CCNC(=O)NC(=O)COC(=O)c1c[nH]c2ccccc12 | 8% |
| O=C(c1ccc(Br)o1)N1C[C@@H](CO)[C@H](c2ccncc2)C1 | 25% |
| COc1cc(CNC(=O)Cc2ccsc2)ccn1 | 11% |
| NCC(c1ccco1)N1CCCC1 (centres undefined) | -21% |
| Cc1cc(C)cc(NC(=O)c2cc3n(n2)CC(c2ccc(Cl)cc2)OC3)c1 (centres undefined) | 25µM* |
| c1ccc2c(c1)NCC1CCCN21 (centres undefined) | 3% |
| CCOc1cc(=O)n2c(c1C(=O)Nc1ccc(F)cc1Cl)CCCC2 | 13% |
| Cc1ccc(Nc2nc(-c3ccccc3)c(C(=O)Nc3cccnc3)s2)cc1C | ? |
| Cc1ccc(S(=O)(=O)N2CCN(Cn3ncc4ccccc4c3=O)CC2)c(C)c1 | 34%[activator] |
| Cc1noc([C@@H](C)NC(=O)COc2ccccc2)c1C(=O)O | -19%[86.2 µM] |
| Cn1cc([C@@H](NC(=O)CN2CCOc3ccccc3C2)C2CC(O)C2)cn1 (some centres undefined) | 31%[activator] |
| Cc1nn(-c2ccc(F)cc2)c(-n2cccc2)c1C(=O)NCCCN1CCN(c2cccc(Cl)c2)CC1 | ? |
| COc1ccc2cc(C(=O)c3cc4ccc(OC)cc4oc3=O)c(=O)oc2c1 | 8% |
| NC(=O)C1(c2ccccc2)CC1c1ccccc1 (centres undefined) | 12% |
| CC(C)c1noc(-c2cn(C3CCCN(C(=O)c4ccc(F)c(Cl)c4)C3)nn2)n1 (centres undefined) | -9% |
| CCS(=O)(=O)N1CCc2cc(C(=O)Nc3cccc(Cl)c3C)ccc21 | -15% |
| Cc1cc(NS(=O)(=O)c2cn(C)c(C)n2)ccc1Br | -1% |
| O=C(Cc1ccccc1)NCC(=O)Nc1cccc(Cl)c1 | 19% |
| C[C@@H]1CN(C(=O)NCc2ccccc2F)CC[C@@]1(O)C1CCOCC1 | -4% |
| Cc1cc(C(=O)N2CCCc3ccccc32)c2ccccc2n1 | 11% |
| O=C(Nc1cnc(-c2ccccc2)nc1)C1CCCC1 | 0% |
| COc1ccc2nc(C)c(C(=O)NC3CCS(=O)(=O)C3)cc2c1 (centres undefined) | ? |
| COc1ccc(C(=O)NCCn2ccn3nc(-c4ccc(F)cc4)cc3c2=O)cc1OC | -8% |
| NC(=O)C(O)(c1ccccc1)c1ccccc1 | 12% |
| O=C(c1cccnc1)N1CCC(N2CC3CC(C2)[C@H]2CCCC(=O)N2C3)CC1 (some centres undefined) | ? |
| Cc1csc(NC(=O)CCc2ncc(-c3ccc(F)cc3)o2)n1 | -11% |
| O=C(Nc1ccc2oc(-c3ccc(Br)cc3)nc2c1)c1ccc2c(c1)OCO2 | 9% |
| Cn1ncc(Br)c1C(=O)NC1CCCC1 | 2% |
| COC(=O)COc1ccc2c(=O)c(-c3ccc(Cl)cc3)coc2c1 | 11% |
| CCN(CC(=O)NC(=O)Nc1ccccc1)C(C)c1ccc(C#N)cc1 (centres undefined) | -9% |
| COc1ccc(OCC(=O)N2CCC(Cc3nc(-c4cnccn4)no3)CC2)cc1 | -2% |
| Cc1ccc(CNC(=O)c2cnc(N3CCCC3)nc2C)cc1 | ? |
| N#Cc1c(C(F)(F)F)cc(-c2cccs2)nc1SCC(=O)Nc1cccc(C(F)(F)F)c1 | ? |
| CCN1C(=O)COC[C@@H]1[C@H](O)c1ccc(NC(=O)COc2ccccc2)cc1 | -13%[86.2 µM] |
| O=C1[C@@H]2C[C@@H](O)CN2C2(CN(C3CCOCC3)C2)C(=O)N1Cc1ccccc1 | -5%[86.2 µM] |
| Cc1ccc(N(C)C(=O)C2CCCN2S(=O)(=O)c2ccc3c(c2)n(C)c(=O)c(=O)n3C)cc1 (centres undefined) | ? |
| Cc1ccccc1S(=O)(=O)N1CCCC(Cc2noc(-c3cccnc3)n2)C1 (centres undefined) | -2% |
| CCCCCCN1CCS(=O)(=O)N(Cc2ccc(C(F)(F)F)cc2)C(C(=O)OC)C1 (centres undefined) | 1% |
| Cc1cc(C(F)F)n2nc(C(=O)Nc3cc(Cl)ccc3C)nc2n1 | ? |

From PubChem BioAssay

Only part of the results is shown. The share of hits here may be higher or lower than overall.
